yeast mlh1 rad18 – NCI yeast anticancer drug screen, S. cerevisiae mlh1 rad18 strain | % growth inhibition at 50 µM | hit rate 11% among 79,000 | AID 175, 2004;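 note: 0% = growth of vehicle-only cultures of the same strain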
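Compound-treated yeast growth, normalised to vehicle controls. Strain bears defined DNA repair mutations.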
yeast rad50 – NCI yeast anticancer drug screen, S. cerevisiae rad50 strain. growth inhibition, % at 50 µM. hit rate 10% among 79,000. AID 155, 2004;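 note: 0% = growth of vehicle-only cultures of the same strain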
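Vehicle-treated cultures provide the reference for the growth inhibition reported for compound-exposed, repair-deficient yeast.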
yeast cln2 rad14 – NCI yeast anticancer drug screen, S. cerevisiae cln2 rad14 strain. growth inhibition, % at 50 µM. hit rate 8.3% among 78,000. AID 165, 2004;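 note: 0% = growth of vehicle-only cultures of the same strain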
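Each compound was tested on cln2 rad14 yeast. Inhibition of growth was calculated against vehicle-exposed controls.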
bub3 – NCI yeast anticancer drug screen, S. cerevisiae bub3 mutant strain; % growth inhibition at 50 µM; hit rate 9.9% among 78,000; AID 167, 2004;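 note: 0% = growth of vehicle-only cultures of the same strain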
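Steps: expose the mutant yeast strain to compound; grow alongside vehicle-treated cultures; measure growth; express inhibition against the vehicle cultures.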
yeast sgs1 mgt1 – NCI yeast anticancer drug screen, S. cerevisiae sgs1 mgt1 strain. AID 161, 2004. growth inhibition, % at 50 µM. hit rate 10% among 78,000;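 note: 0% = growth of vehicle-only cultures of the same strain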
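Inhibition of yeast growth, normalised to vehicle-treated controls, is reported for a strain bearing genetic alterations in DNA damage repair.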
yeast mec2-1 – NCI yeast anticancer drug screen, S. cerevisiae mec2-1 strain; % growth inhibition at 50 µM; hit rate 9% among 79,000;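 note: 0% = growth of vehicle-only cultures of the same strain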
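Readout is yeast growth inhibition, normalised to vehicle-treated controls, in the mec2-1 strain exposed to compound.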
An asterisk follows results filed as active; . = no result given; & = joins results of further samples. Cut-off read from the data, not from the text of the source: active = growth inhibition above about 70%; inactive = the rest.

SMILES	yeast mlh1 rad18	yeast rad50	yeast cln2 rad14	bub3	yeast sgs1 mgt1	yeast mec2-1
CCOc1ccc(C(C)(C)C)cc1-c1ccccc1	11	3	-16	28	-5	7
CN(Cc1cnc2nc(N)nc(N)c2n1)c1cc(Cl)c(C(=O)NC(CCC(=O)O)C(=O)O)cc1Cl (stereo not drawn)	14	40	8	-14	42	33
O=C1CSC(c2ccccc2)N1O (stereo not drawn)	-8	-11	-52	-8	-22	-5
C=C(CN(C)C)C(=O)c1ccccc1	75*	57	10	78*	56	65
C=CC/C(=N\OS(=O)(=O)O)SC1OC(CO)C(O)C(O)C1O (stereo not drawn)	-11&-15	5&2	7&13	-30&-14	-21&-1	-22&-31
O=C(Cc1nc2ccccc2s1)C(=O)Nc1ccc(Cl)cc1	3	8	75*	64	18	23
O=C(OC1(c2ccccc2)CC2CC1c1ccccc12)c1ccc([N+](=O)[O-])cc1 (stereo not drawn)	12	33	2	-13	4	3
O=C1CCc2ccc([N+](=O)[O-])cc21	-7	-4	-54	-7	6	-11
Cc1cc(Cl)nc2ccc([N+](=O)[O-])cc12	6	5	-18	14	-5	6
C[C@]12CC[C@@H]3c4cc(I)c(O)cc4CC[C@H]3[C@@H]1CC[C@@H]2O	31	24	25	42	10	22
Cc1ccccc1N(C)N(C)C(=O)Nc1ccccc1	-16	-10	-24	49	-13	-10
C(=N\N=C\c1ccc2c(c1)OCO2)/c1ccc2c(c1)OCO2	6	3	76*	4	-4	-4
COC1=NO[C@@H]2C=CO[C@H]12	10	-8	-18	8	-5	-13
Cc1ccc(NC(=O)Oc2cc(C)c(Cl)cc2C(C)C)cc1	65	-4	-28	51	43	54
O=C(NC12CC3CC(CC(C3)C1)C2)C(=O)c1c[nH]c2ccc(Br)cc12	-52	-22	-21	-3	-14	-20
CC(=O)OCC1OC(n2ccc(-n3cncn3)nc2=O)CC1N=[N+]=[N-] (stereo not drawn)	12	8	-13	-10	7	9
CC[C@](O)(CC(=O)O[C@H]1C(=O)O[C@@H]2C[C@H]3C(C)=CC(=O)[C@@H](O)[C@]3(C)[C@H]3[C@@]4(O)OC[C@]32[C@@H]1[C@@H](C)[C@H]4O)C(C)C	.	89*	92*	90*	89*	92*
CN1OC(CS(=O)(=O)c2ccccc2)(S(=O)(=O)c2ccccc2)CC1c1ccccc1 (stereo not drawn)	6	2	0	-2	-2	12
Clc1nc(Oc2ccccc2)nc(-c2cn(-c3ccccc3)c3ccccc23)n1	-6	2	.	.	.	-13
O=C(N/C(=C\c1cccc([N+](=O)[O-])c1)c1nc2ccccc2[nH]1)c1ccccc1	45	47	32	43	7	6
CC(=O)O[C@@H]1C(=O)C=C(C)[C@@H]2[C@@H](OC(=O)C=C(C)C)[C@H]3OC(=O)C[C@H]4[C@@H](C)[C@@H](O)[C@]5(O)OC[C@]34[C@H]5[C@@]12C	92*	87*	88*	79*	72*	71*
COc1ccc(C2SCC(=O)N2c2ccc(-c3ccc(-n4c(-c5ccccc5)nc5ccccc5c4=O)cc3)cc2)cc1 (stereo not drawn)	58	22	14	71*	57	34
O=C1CC(c2ccccc2)=CN1c1ccc2ccccc2c1	2	1	-14	24	4	36
CCOC(=O)C1(F)S(=O)(=O)OCCOS1(=O)=O	-10	-13	-18	6	-11	-10
CCC[CH2][Ge]([CH2]CCC)([CH2]CCC)[O]C(C)=O	53	54	71*	19	62	27
CCOC(=O)c1nc2ccc(Cl)cc2c2c1Cc1ccccc1-2	-20	7	21	-11	-17	-23
O=C(SCSC(=O)c1ccccc1)c1ccccc1	2	-11	-18	33	-5	11
O=C(c1ccccc1)C(c1ccccc1)C1(O)C(=O)Nc2c(Cl)ccc(Cl)c21 (stereo not drawn)	-29	-18	0	-8	5	11
O=C(O)C1=NN(c2ccc(S(=O)(=O)O)cc2)C(=O)C1N=Nc1ccc(S(=O)(=O)O)cc1 (stereo not drawn)	13	7	17	-1	17	-1
CCCN(CCC)S(=O)(=O)c1ccc(NC(=O)OC2CC(C)CCC2C(C)C)cc1 (stereo not drawn)	7	18	13	-3	13	6
CC(C)(C)c1cc2c3c(c1)C(C(F)(F)F)(C(F)(F)F)OS3(=O)(O)OC2(C(F)(F)F)C(F)(F)F	39	22	-2	4	16	39
c1ccc2c3c([nH]c2c1)C1CC2CCCCC2CN1CC3 (stereo not drawn)	16	23	.	.	.	10
Cc1ccc2nc(-c3cccs3)ccc2c1	43	48	12	11	-18	16
CC1(C)O[C@@H]2[C@@H](COC(=O)c3ccccc3)C[C@@H](C#N)[C@@H]2O1	-11	4	25	39	-26	-1
CCC(=O)C(C)=O	12	17	-4	0	13	4
OC1(CCCc2ccccc2)CCNCC1	3	0	7	-21	1	-5
CC1(C)NCCNC1(O)c1ccccc1 (stereo not drawn)	4	-6	50	-6	0	19
COC(=O)c1cc(C(=O)O)c(=O)n2ccccc12	42	23	53	35	32	50
CCOC(=N)c1ccc(O)c(OC)c1	17	2	-39	87*	-3	-9
Cc1cc(=O)[nH]c(O)c1C(=O)O	2	-6	5	4	-1	-15
CC1(C)CCC(C)(C)c2cc(Cl)ccc21	-18	-27	-10	-18	-18	-27
CCOC(=O)c1c(SC(=O)c2ccc(C(C)(C)C)cc2)n(-c2ccccc2)c(=S)n(-c2ccccc2)c1=O	19	31	6	40	27	1
C(=N\N1CCN(/N=C/c2ccc(OCc3ccccc3)cc2)CC1)/c1ccc(OCc2ccccc2)cc1	-17	-13	-19	0	8	-4
O=C(c1ccccc1)C(O)(Cc1ccccc1)c1ccccc1 (stereo not drawn)	12	2	23	14	21	17
CC1(C)COC(c2ccc(CC(Cc3ccc(C4(C(C)(C)C)OCC(C)(C)CO4)cc3)C(=O)O)cc2)(C(C)(C)C)OC1	5	-7	5	4	3	-20

Four compounds drawn at random from the list so far, as already listed:
SMILES	yeast mlh1 rad18	yeast rad50	yeast cln2 rad14	bub3	yeast sgs1 mgt1	yeast mec2-1
c1ccc2c3c([nH]c2c1)C1CC2CCCCC2CN1CC3 (stereo not drawn)	16	23	.	.	.	10
CC1(C)NCCNC1(O)c1ccccc1 (stereo not drawn)	4	-6	50	-6	0	19
CC1(C)O[C@@H]2[C@@H](COC(=O)c3ccccc3)C[C@@H](C#N)[C@@H]2O1	-11	4	25	39	-26	-1
Cc1cc(=O)[nH]c(O)c1C(=O)O	2	-6	5	4	-1	-15

Ordered by molecular weight (ascending): 4 of the compounds above
SMILES	yeast mlh1 rad18	yeast rad50	yeast cln2 rad14	bub3	yeast sgs1 mgt1	yeast mec2-1
CCOC(=N)c1ccc(O)c(OC)c1	17	2	-39	87*	-3	-9
Cc1ccc2nc(-c3cccs3)ccc2c1	43	48	12	11	-18	16
COC(=O)c1cc(C(=O)O)c(=O)n2ccccc12	42	23	53	35	32	50
c1ccc2c3c([nH]c2c1)C1CC2CCCCC2CN1CC3 (stereo not drawn)	16	23	.	.	.	10

Further compounds
SMILES	yeast mlh1 rad18	yeast rad50	yeast cln2 rad14	bub3	yeast sgs1 mgt1	yeast mec2-1
COc1ccc2nc3cc(Cl)ccc3c(NCCCN(Cc3cc(OC)c(OC)c(OC)c3)Cc3cc(OC)c(OC)c(OC)c3)c2c1	73*	62	33	57	46	35
COC(=O)C(Cc1ccccc1)N=Cc1c(O)c(O)c(C(C)C)c2cc(C)c(-c3c(C)cc4c(C(C)C)c(O)c(O)c(C=NC(Cc5ccccc5)C(=O)OC)c4c3O)c(O)c12 (stereo not drawn)	5	20	17	16	12	10
Cc1c(O)cc(O)c(C=O)c1C	3	6	4	-2	16	-4
C[N+]1(C)CCCC(CN2c3ccccc3Sc3ccccc32)C1 (stereo not drawn)	15	11	-13	6	8	-4
O=C(O)Cc1cccc2c(=O)cc(-c3ccco3)oc12	-55	3	-7	-22	-27	-41
Cc1ncnc2[nH]c(=S)[nH]c12	-23	4	3	-2	2	-3
CCC[CH2][Sn]([C]#[C][Sn]([CH2]CCC)([CH2]CCC)[CH2]CCC)([CH2]CCC)[CH2]CCC	99*	100*	99*	99*	99*	99*
CC(=O)Oc1ccc(/C=C2\N=C(c3ccccc3)OC2=O)c(OC(C)=O)c1	1	15	26	10	11	4
COC(=O)C1=C(C(=O)OC)C2(C)C=CC1O2 (stereo not drawn)	86*	81*	19	90*	82*	87*
O=C1NC(O)(c2ccccc2)c2cnncc21 (stereo not drawn)	-3	-3	-15	10	-4	5
C/C(=N\NC(=O)N/N=C(\C)c1ccccn1)c1ccccn1	-6	-7	3	35	36	17
c1ccc(N/N=C2\NN=C(c3ccccc3)CS2)cc1	18	19	19	31	16	-10
Cn1ccccc1=O	27	37	-56	3	-9	-27
O=C1CC(O)(c2ccccc2)C(c2ccccc2)=C1c1ccccc1 (stereo not drawn)	37	30	33	-2	14	21
Clc1ccc(C2OCCO2)c(Cl)c1	-4	6	-12	0	-1	-4
Cc1c(-c2ccc3c(c2)OCO3)sc(N)c1C#N	-8	5	4	21	12	-16
CCOC(=O)CNC(=O)SCc1ccccc1	1	-12	-8	-11	-6	-6
NC(=S)N/N=C/c1cc([N+](=O)[O-])ccc1O	-88	2	51	8	26	-3
CCOC(=O)C(=CNc1ccc(N(CC)CC)cc1)C(=O)OCC	0	-13	48	8	-8	-8
COc1cc(/C=C2\SC(=S)N(/C=C(/C#N)C(=O)c3ccc4ccccc4c3)C2=O)cc(OC)c1OC	31	21	3	27	53	12
C=C(C)COc1ccc(-c2ccccc2)cc1	-3	24	-5	-4	8	7
COC(=O)c1ccccc1N=Nc1cc(C)c(C)cc1O	26	-2	-14	29	9	20
O=C1C2=C(Nc3cc([N+](=O)[O-])ccc3N2)OC1c1ccccc1O (stereo not drawn)	27	23	2	-24	2	-17
Cc1ccc(S(=O)(=O)/N=S(\CCCl)CCc2ccccc2)cc1 (stereo not drawn)	17	13	-9	2	17	5
CC[n+]1cc([N+](=O)[O-])ccc1Cl	20	18	16	12	14	14
COC(=O)C12CCC(CC1=O)C2(C)C (stereo not drawn)	-19	-26	10	-15	-24	15
CC(=O)Nc1ccc(C(=O)NN2C(=O)C(Cl)C2c2cccc([N+](=O)[O-])c2)cc1 (stereo not drawn)	32	12	-32	-9	6	35
CCOC(=O)c1sc(SC)nc1NC(=O)c1ccc([N+](=O)[O-])cc1	-4	-13	-1	-20	-53	-9
COc1ccc(/C=C/C(=O)c2c(-c3ccccc3)nn(C)c(=O)c2N2CCOCC2)cc1	-35	-35	8	-17	-45	-37
CC(=O)OCC1OC(N2C(=O)/C(=C/c3ccc4c(c3)OCO4)SC2=S)C(OC(C)=O)C(OC(C)=O)C1OC(C)=O (stereo not drawn)	0	2	1	0	-21	-12
CCN(CC)CCOCCO	-2	-9	12	1	-1	-16
CCCCCOC(=O)CC(CC(=O)OCCCCC)C(=O)OCCCCC	2	14	-4	-29	14	5
CCN(CC)CC(=O)NC(c1ccccc1)c1ccccc1	13	0	1	4	14	-13
CC(C)CCOc1ccccc1CO	-18	7	60	-6	7	19
O=C(O)CC1NC(/C(=C/c2ccccc2O)NC(=O)c2ccccc2)OC1=O (stereo not drawn)	-29	-2	-6	15	16	-6
NC(N)=NNC(=O)CCn1[nH]c(=O)c(Cl)c(Cl)c1=O	0	6	5	2	-2	-6
O=[N+]([O-])c1ccc(Oc2cccc3ccccc23)c([N+](=O)[O-])c1	39	5	-82	29	18	9
O=C(c1ccc([N+](=O)[O-])cc1)N(Cc1ccccc1)Cc1ccccc1 (tested in a mixture with another compound)	10	-7	-11	27	-13	16
O=C(Nc1ccccc1)C1C2C=CC(C2)C1C(=O)Nc1ccccc1 (stereo not drawn)	-8	0	-12	21	5	28
CC(C)c1ccc(Nc2n[nH]c(=S)s2)cc1	84*	86*	85*	87*	88*	83*
Fc1ccc(/C=N\NC(=S)NN2CCN(NC(=S)N/N=C\c3ccc(F)cc3)CC2)cc1	21	31	12	2	-4	9
O=C(/C=C/c1ccccc1)OCC1=C[C@@H](O)[C@@H]2C=CO[C@@H](OC3OC(CO)C(O)C(O)C3O)[C@H]12 (stereo partly drawn)	-40	-29	-3	-35	-39	-11
CC(O)C(C)(C)[N+](=O)[O-] (stereo not drawn)	2	0	-4	3	-7	-2
O=C(Cc1ccccc1)NNc1nc(NNC(=O)c2ccncc2)nc(Nc2ccc([N+](=O)[O-])cc2)n1	86*	71*	64	78*	87*	47
CCN=C1SCCCS1	-15	-9	-20	-16	-13	-23
COc1cc(C2c3cc4c(cc3OC(Nc3ccccc3)C2C)OCO4)cc(OC)c1O (stereo not drawn)	92*	77*	7	44	59	36
Nc1nccnc1C(=O)O	8&12	8&-12	6&68	-2&19	6&-2	1&21

Assay outcomes as filed in PubChem BioAssay.
